# PME-1 inh = blocks human protein phosphatase methylesterase 1 | Q9Y570 | recombinant PME-1, FP-Rh probe fluorescence polarization | AID 2130 | 320,000 tested, 0.53% active | inhibition, % at 5.9 µM;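 active = inhibition above the campaign mean of all compounds plus 3 SD, cut at about 26% in these data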;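 note: competitive labeling of PME-1 active site by serine hydrolase directed probe; 0% = PME-1 with DMSO and 100% = wells lacking PME-1 enzyme; inhibitors block probe labeling so polarization falls and inhibition rises; many of its hits are not listed in these tables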
# MCL1 BIM primary = disrupts human MCL1 binding to BIM-BH3 peptide; Q07820; 320,000 tested, 0.68% active; AID 2057; GST-MCL1 / FITC-Bim-BH3 fluorescence polarization; inhibition, % at 10.9 µM;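 active = inhibition above the mean inhibition of all tested compounds plus 3 SD, set per campaign, cut at about 40% in these data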;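 note: 0% = DMSO wells and 100% = unlabeled Bim-BH3 peptide control; higher means more loss of mP so more displacement of Bim peptide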
# Target sequence (Q07820 whole entry, looked up): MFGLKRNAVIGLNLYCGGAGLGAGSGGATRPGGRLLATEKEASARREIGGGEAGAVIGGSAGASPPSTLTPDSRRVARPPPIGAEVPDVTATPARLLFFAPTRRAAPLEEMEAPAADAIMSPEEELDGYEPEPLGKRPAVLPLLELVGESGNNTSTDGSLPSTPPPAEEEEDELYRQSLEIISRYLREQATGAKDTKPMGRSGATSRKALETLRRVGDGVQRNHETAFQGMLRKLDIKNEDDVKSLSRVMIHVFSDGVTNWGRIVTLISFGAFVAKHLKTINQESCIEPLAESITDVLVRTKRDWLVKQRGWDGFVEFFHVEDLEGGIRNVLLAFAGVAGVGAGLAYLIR
# Fam108B inh = counter-screen for RBBP9 inhibitors: inhibitors of mouse Fam108B | recombinant Fam108B, FP-Rh probe fluorescence polarization | inhibition, % at 9.51 µM | 300,000 tested, 0.33% active | AID 1947;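 active = inhibition above the screen mean inhibition plus 3 SD, computed separately per campaign, cut at about 18% in these data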;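 note: inhibitors lower polarization as less probe binds the enzyme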
# GLD-1 RNA inh = GLD-1-TGE RNA interaction inhibition (C. elegans). purified GLD-1 + fluorescein TGE RNA, fluorescence polarization. inhibition, % at 5.96 µM. Q17339. 320,000 tested, 0.44% active;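 active = percent inhibition above a per-plate cutoff, the plate mean of test compounds plus 3 SD, cut at about 30% in these data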;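 note: 0% = DMSO wells with GLD-1 and probe and 100% = wells lacking GLD-1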
# AHR activator = activates the human aryl hydrocarbon receptor. P35869. AHR-responsive luciferase reporter cells, luminescence. activation, % at 5 µM. 320,000 tested, 2.5% active. AID 2796; in the data active = activation above about 47%;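 note: 0% = vehicle wells and 100% = reference agonist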
# MEX-5 binding = C. elegans MEX-5 TCR-2 RNA binding activity | Q9XUB2 | MEX-5/FITC-TCR2 RNA binding, fluorescence polarization; active compounds read low | activity score (negative = inhibition of binding), % at 10 µM | 300,000 tested, 0.38% active | AID 1832;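 active = inhibition past about -25% in most replicates, and total fluorescence under double the plate's negative control median, limit read from the data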;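 note: 0% = DMSO and -100% = 5 µM competing unlabeled TCR2 RNA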
# Target sequence (Q9XUB2 whole entry, looked up): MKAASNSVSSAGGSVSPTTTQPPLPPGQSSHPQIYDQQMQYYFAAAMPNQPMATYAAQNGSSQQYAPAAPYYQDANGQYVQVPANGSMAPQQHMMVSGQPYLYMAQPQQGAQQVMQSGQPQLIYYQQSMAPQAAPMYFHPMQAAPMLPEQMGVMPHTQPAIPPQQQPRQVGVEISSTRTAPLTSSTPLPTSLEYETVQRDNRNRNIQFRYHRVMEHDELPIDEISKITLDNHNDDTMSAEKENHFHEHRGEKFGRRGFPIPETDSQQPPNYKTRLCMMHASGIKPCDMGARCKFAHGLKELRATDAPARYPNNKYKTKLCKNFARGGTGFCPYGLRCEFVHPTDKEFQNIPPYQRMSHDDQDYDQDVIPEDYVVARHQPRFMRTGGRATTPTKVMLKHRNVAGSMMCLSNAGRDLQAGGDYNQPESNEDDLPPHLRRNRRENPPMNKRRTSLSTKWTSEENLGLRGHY
# BCLXL inh = Bcl-xL (human) inhibition | GST-Bcl-xL / FITC-Bim BH3 peptide fluorescence polarization | inhibition, % at 10.9 µM | 320,000 tested, 0.7% active;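 active = inhibition above the mean of all tested compounds plus 3 SD, cutoff set per campaign, cut at about 30% in these data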;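 note: 0% = DMSO wells and 100% = unlabeled Bim-BH3 peptide competitor; inhibitors lower millipolarization by displacing the labeled peptide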
# pPAFAH inh = inhibitors of human plasma PAF acetylhydrolase (pPAFAH); Q13093; inhibition, % at 3.39 µM; recombinant pPAFAH, FP-rhodamine probe fluorescence polarization; 330,000 tested, 1.5% active;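 active = inhibition above the mean inhibition across the screen plus 3 SD, cut at about 25% in these data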;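 note: inhibitors block binding of the rhodamine activity-based probe so polarization drops; 0% = enzyme with DMSO and 100% = wells lacking pPAFAH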
# PAFAH1B2 inh = inhibitors of human PAFAH1B2. 340,000 tested, 1.2% active. AID 492953. recombinant PAFAH1B2, FP-rhodamine activity probe, fluorescence polarization. inhibition, % at 3.39 µM. P68402;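 active = inhibition above the mean of all tested compounds plus 3 SD, cut at about 24% in these data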;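 note: 0% = enzyme with DMSO and 100% = wells lacking PAFAH1B2; many of its hits are not listed in these tables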
# * marks the source's active call; other numbers are inactive results; x = not tested or not shown. The list is partial; count on the stated rates, not on these rows.
# Below each SMILES: PME-1 inh, MCL1 BIM primary, Fam108B inh, GLD-1 RNA inh, AHR activator, MEX-5 binding, BCLXL inh, pPAFAH inh, PAFAH1B2 inh
CCOC(=O)C(C)Sc1nnc(-c2ccccc2O)n1-c1ccc(C)cc1 (configuration not stated)
    -4, -3, -3, -5, 4, -0.6, -2, -4, 1
Cc1ccc(CS(=O)Cc2ccc(C(=O)N3CCN(c4ccc(F)cc4)CC3)o2)cc1 (configuration not stated)
    3, -1, 3, 0, 3, 0.8, 2, 10, 5
CN1/C(=C\C(=O)CSc2nnc(N)s2)C(C)(C)c2ccccc21
    -12, 12, -3, -2, 5, -0.7, 4, 1, 3
CCOc1ccc(C(=O)C(C)OC(=O)C2CCN(c3ccc(C(F)(F)F)cn3)CC2)cc1 (configuration not stated)
    -4, -13, -5, 11, 4, 0.7, -15, 1, 0
O=C1Nc2ccc([N+](=O)[O-])cc2C1(O)N1CCCCC1 (configuration not stated)
    -2, 6, -3, 1, -1, 0.4, -3, 2, -2
O=C(O)CCCCCNc1ncnc2ccc(Br)cc12
    8, -1, 3, 0, 5, -3.6, -2, 1, -6
CCN(CC(=O)Nc1ccccc1OC)C(=O)Cn1cnc2ccccc2c1=O
    3, -1, -2, 4, 0, -2.4, -1, 1, -4
CN(C)S(=O)(=O)c1ccc(C(=O)Nc2nnc(SCC(=O)NCC3CCCO3)s2)cc1 (configuration not stated)
    9, 3, 3, -1, -1, -5.7, 2, 2, 5
COc1ccc(CCNC(=O)CSc2nc3[nH]ncc3c(=O)n2-c2ccccc2Br)cc1OC
    -2, 0, -1, -1, 0, -0.4, 6, 4, 3
CCOC(=O)c1c(-c2ccc(OC)cc2)csc1/N=C/C1C(=O)CCCC1=O
    -8, -74, 1, -76, 2, -5.8, -56, -6, -2
O=C(CSc1nnc(CNc2cccc(Cl)c2)o1)OC1CCCCC1
    -1, 3, -1, 0, -1, -1.9, 5, 7, 22
NC(=O)C1(N2CCCCC2)CCN(c2nc(-c3ccc(Br)cc3)cs2)CC1
    2, -3, 2, 0, 5, 2.0, -2, -9, -1
CC(C)N=C(NS(=O)(=O)c1ccc(Br)cc1)c1ccc(Cl)cc1
    -3, 1, 1, 6, 0, -2.4, -2, 0, -3
CCCCNC(=O)COC(=O)c1ccc(N(C)C)cc1
    0, -1, 0, 5, 1, 2.2, 0, 17, -1
COc1ccc2cc(C(=O)COC(=O)COc3ccc4c(C)cc(=O)oc4c3)ccc2c1
    -9, -5, -4, -12, -1, 0.3, -3, 3, 0
N#Cc1cc2c(nc1SCC(=O)Nc1nccs1)CCCCC2
    -1, 2, 1, 4, -9, -6.4, 5, 6, 4
O=C(CSc1ccc2nnc(-c3cccnc3)n2n1)Nc1cccc(F)c1
    3, 5, 5, 6, 16, 1.1, 7, 5, 8
COc1ccccc1CC(=O)Nc1cc(Cl)ccc1O
    -2, 3, 0, -5, 3, 0.5, 2, 3, 4
O=C(Nc1cccnc1)c1cccc(S(=O)(=O)N2CCCC2)c1
    -2, 3, 4, 2, 4, 2.3, 8, 1, 6
CNC(=O)c1c(O)c2cccc3c2n(c1=O)CC3
    0, 5, -1, 3, 3, 0.9, 3, 3, 1
COc1ccc(OCC(=O)Nc2ccccc2Cl)cc1
    -15, 5, 12, 2, -3, 0.6, 4, 5, 3
COc1ccc(-c2c(-c3ccc4c(c3)OCO4)noc2C)cn1
    0, 6, -1, 1, 5, 3.0, 3, 2, 4
CC(=O)c1ccccc1NC(=O)CSc1nc2ccccc2c(=O)n1CCCN1CCOCC1
    x, x, x, 0, 0, x, x, -4, -1
CS(=O)(=O)N1CCC(C(=O)Nc2ccccc2Sc2ccccc2)CC1
    3, 6, 3, 2, -2, 0.1, 4, 0, 6
Cc1cc(NC(=O)c2ccc(NC(=O)CC(C)C)cc2)no1
    -3, 1, 2, 6, 2, 1.1, 1, 2, 1
O=C(CN1CCN(c2ccccn2)CC1)N1CCc2ccccc21
    2, 7, -1, -6, 3, 2.7, 0, 1, -2
Cc1ccc2[nH]c(CCN(C)C)c(CN3CCOCC3)c2c1
    -4, -8, x, 0, 1, x, -6, 5, 0
O=C(c1ccc2nccnc2c1)N1CCN(c2cccc(C(F)(F)F)c2)CC1
    0, -5, x, 0, 0, x, 1, 6, 0
Cc1ccnc(NS(=O)(=O)c2ccc(NC(=O)Cc3ccc(Cl)cc3)cc2)n1
    -4, -4, 0, 4, 1, 2.4, 3, 13, 8
CC1=C([N+](=O)[O-])C(c2ccc3c(c2)OCO3)N(C)C(=O)N1C (configuration not stated)
    0, 5, 1, 5, 2, -1.2, 0, -3, 2

# 13 neighbouring records out of the list so far:
# Below each SMILES: PME-1 inh, MCL1 BIM primary, Fam108B inh, GLD-1 RNA inh, AHR activator, MEX-5 binding, BCLXL inh, pPAFAH inh, PAFAH1B2 inh
COc1ccccc1CC(=O)Nc1cc(Cl)ccc1O
    -2, 3, 0, -5, 3, 0.5, 2, 3, 4
O=C(Nc1cccnc1)c1cccc(S(=O)(=O)N2CCCC2)c1
    -2, 3, 4, 2, 4, 2.3, 8, 1, 6
CNC(=O)c1c(O)c2cccc3c2n(c1=O)CC3
    0, 5, -1, 3, 3, 0.9, 3, 3, 1
COc1ccc(OCC(=O)Nc2ccccc2Cl)cc1
    -15, 5, 12, 2, -3, 0.6, 4, 5, 3
COc1ccc(-c2c(-c3ccc4c(c3)OCO4)noc2C)cn1
    0, 6, -1, 1, 5, 3.0, 3, 2, 4
CC(=O)c1ccccc1NC(=O)CSc1nc2ccccc2c(=O)n1CCCN1CCOCC1
    x, x, x, 0, 0, x, x, -4, -1
CS(=O)(=O)N1CCC(C(=O)Nc2ccccc2Sc2ccccc2)CC1
    3, 6, 3, 2, -2, 0.1, 4, 0, 6
Cc1cc(NC(=O)c2ccc(NC(=O)CC(C)C)cc2)no1
    -3, 1, 2, 6, 2, 1.1, 1, 2, 1
O=C(CN1CCN(c2ccccn2)CC1)N1CCc2ccccc21
    2, 7, -1, -6, 3, 2.7, 0, 1, -2
Cc1ccc2[nH]c(CCN(C)C)c(CN3CCOCC3)c2c1
    -4, -8, x, 0, 1, x, -6, 5, 0
O=C(c1ccc2nccnc2c1)N1CCN(c2cccc(C(F)(F)F)c2)CC1
    0, -5, x, 0, 0, x, 1, 6, 0
Cc1ccnc(NS(=O)(=O)c2ccc(NC(=O)Cc3ccc(Cl)cc3)cc2)n1
    -4, -4, 0, 4, 1, 2.4, 3, 13, 8
CC1=C([N+](=O)[O-])C(c2ccc3c(c2)OCO3)N(C)C(=O)N1C (configuration not stated)
    0, 5, 1, 5, 2, -1.2, 0, -3, 2

# (further entries)
# Below each SMILES: PME-1 inh, MCL1 BIM primary, Fam108B inh, GLD-1 RNA inh, AHR activator, MEX-5 binding, BCLXL inh, pPAFAH inh, PAFAH1B2 inh
Cn1c(=O)n(Cc2ccco2)c(=N)c2c3c(sc21)CCC3
    -1, 4, -2, 0, 14, x, 4, -1, 1
COc1cccc(/C=C/C(=O)OCC(=O)Nc2cccc(S(=O)(=O)N3CCCCC3)c2)c1OC
    -36, 1, -28, 5, 4, -1.2, 4, 4, -1
CC1CN(CCn2cnc3c(N)ncnc32)CC(C)O1 (configuration not stated)
    2, -4, -2, 4, 2, 0.5, -2, 1, 10
Cc1ccc(C2(C)NC(=O)N(CC(=O)Nc3ccc(-c4nc5ccc(C)cc5s4)cc3)C2=O)cc1 (configuration not stated)
    -100, -20, -57, 5, 4, 4.2, -11, -34, -15
COc1ccc(NC(=O)CN2C(=O)CSc3ccc(S(=O)(=O)N4CCC(C)CC4)cc32)cc1
    1, -4, 0, 3, 1, 1.3, 1, 9, 5
CCc1ccc(OCC(=O)Nc2ccc(CN3CCCCC3)cc2)cc1
    1, 5, -1, 6, 2, -1.2, -2, 2, 2
CC[C@@H](C)[C@H](CNC)NC[C@@H](Cc1cccc2ccccc12)NCCc1cccc(C(F)(F)F)c1
    1, 13, 5, 6, 7, 35, 4, -6, 2
Cc1ccccc1Cn1c(=N)n(CC(=O)c2ccco2)c2ccccc21
    1, 7, 4, -10, 8, -1.7, 7, 10, 1
COc1ccc(-c2ccc(-c3noc(-c4ccccc4)n3)c(OC)n2)cc1
    -4, -5, -1, 0, -1, -5.8, 3, -4, 0
COCc1cc(=O)[nH]c(Cc2c(Cl)cccc2Cl)n1
    -3, -2, 1, -1, 1, 0.2, 4, 2, 9
O=C(/C=C/Nc1ccc(F)c(F)c1)c1ccc(Br)cc1
    2, -14, -2, -6, 0, -1.7, -10, 1, 0
O=C(NC(Cc1c[nH]c2ccccc12)C(=O)O)/C(=C\c1ccccc1)NC(=O)c1ccccc1 (configuration not stated)
    -4, -2, 1, 5, 13, -1.4, 2, 5, 8
O=C(CCN1C(=O)S/C(=C\c2ccccc2)C1=O)N1CCOCC1
    -4, 1, -2, -6, 1, -1.2, 4, 1, 2
CC(NC(=O)C(C)N1c2cccc3cccc(c23)S1(=O)=O)c1ccccc1 (configuration not stated)
    24, 5, -4, 2, 2, -0.5, 3, -6, 8
COc1ccccc1-n1c(SCC(=O)Nc2cc(C)on2)nc2c([nH]c3ccccc32)c1=O
    10, 7, 3, 1, 68*, 0.0, 7, 8, 2
O=C(NCCCN1CCCC1=O)c1ccc(S(=O)(=O)Nc2ccccc2F)cc1
    -2, -1, -4, 4, 0, -1.2, 1, 0, 2
C[C@H](NC(=O)c1nc[nH]c1C(=O)N[C@@H](Cc1ccccc1)C(=O)OC(C)(C)C)C(=O)OCc1ccccc1
    -10, 10, -6, 4, 5, -1.2, 4, 9, 3
C/C(=N\Nc1ccc(S(N)(=O)=O)cc1[N+](=O)[O-])c1cccnc1
    -1, 11, 5, -1, 26, 2.0, 3, -2, 3
CCCCC[C@H](O)/C=C/[C@H]1CCC(=O)[C@@H]1CCCCCCC(=O)N1CCCCC1CO (some centres not stated)
    -3, 1, 0, 2, 0, -1.8, 5, -1, 5
CN(CC(=O)Nc1cccc(F)c1)C(=O)c1ccc2c(c1)S(=O)(=O)N=C1CCCCCN12
    -4, -4, 2, 8, 3, -2.1, -5, 0, 4
O=C(Cn1ncc2c3ccccc3n(Cc3ccccc3)c2c1=O)NCCCN1CCOCC1
    6, 6, -4, 11, 1, -1.6, 2, 1, 5

# Bioassay records from PubChem BioAssay.
